esBAF inh: SWI/SNF esBAF complex inhibition; mouse ES cells, Bmi1-luciferase knock-in reporter, 24 h; 100% = twice the neutral-well signal; reporter increase, % at 12.5 µM; hit rate 2% among 350,000; AID 602393; in the data active = activation above about 40%;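 also: 0% = median of the plate's neutral control wells and 100% = double that signal; a rise in the Bmi1 reporter signal indicates esBAF inhibition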
Xi reactivation: X-chromosome reactivation activator; XiGFP mouse fibroblasts, % GFP-positive cells imaging, 3 d; cells co-treated with 5-aza-dC sensitizer; scaled so ellipticine positive control = 100%; activation, % at 7.58 µM; hit rate 0.055% among 360,000;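 active = mean normalized replicate activation at least 10% and every replicate at or above 10%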;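 also: 0% = median of on-plate neutral control wells and 100% = ellipticine 6 µM median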
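System: 68-5-11 XiGFP fibroblast line; Timing: 3 days compound exposure; Compound dosing: one concentration, pinned; Benchmarks: positive control ellipticine, 6 µM final; Buffer or medium: DMEM containing 5-aza-dC.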
E-selectin induc: E-selectin induction on HUVECs; HUVEC E-selectin immunofluorescence imaging; normalized: neutral wells 0, TNF-alpha wells 100; hit rate 0.37% among 260,000; activation, % at 7.58 µM; P16581;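 active = mean E-selectin-positive cell signal at least 10% of the positive control, reached in at least 60% of replicates, without over 20% cell loss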;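 also: in these data hits start at about 27%; measured in HUVEC primary endothelial cells; signal is the percent of cells scored E-selectin positive by PE staining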
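material = human umbilical vein endothelial cells (HUVEC), E-selectin induction | quantity = 3,000 cells/well | medium = EGM-2 growth medium on 0.1% gelatin-coated wells | technique = immunofluorescence imaging | read-out basis = % PE-positive cells | control set = TNF-alpha positive control, DMSO neutral control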
RAD54 inh: inhibitors of human RAD54 branch migration. Q92698. RAD54 Holliday junction branch migration, FAM/BHQ fluorescence. inhibition, % at 10.4 µM. hit rate 0.14% among 360,000. AID 602329;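 active = mean normalized replicate activity at least 40 and at least half of replicates scoring 40 or more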;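 also: 0% = median of neutral control wells and 100% = median of positive control wells; inhibitors cause a drop in the FAM fluorescence signal; in these data hits start at about 50%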
Target sequence (Q92698 whole entry, looked up): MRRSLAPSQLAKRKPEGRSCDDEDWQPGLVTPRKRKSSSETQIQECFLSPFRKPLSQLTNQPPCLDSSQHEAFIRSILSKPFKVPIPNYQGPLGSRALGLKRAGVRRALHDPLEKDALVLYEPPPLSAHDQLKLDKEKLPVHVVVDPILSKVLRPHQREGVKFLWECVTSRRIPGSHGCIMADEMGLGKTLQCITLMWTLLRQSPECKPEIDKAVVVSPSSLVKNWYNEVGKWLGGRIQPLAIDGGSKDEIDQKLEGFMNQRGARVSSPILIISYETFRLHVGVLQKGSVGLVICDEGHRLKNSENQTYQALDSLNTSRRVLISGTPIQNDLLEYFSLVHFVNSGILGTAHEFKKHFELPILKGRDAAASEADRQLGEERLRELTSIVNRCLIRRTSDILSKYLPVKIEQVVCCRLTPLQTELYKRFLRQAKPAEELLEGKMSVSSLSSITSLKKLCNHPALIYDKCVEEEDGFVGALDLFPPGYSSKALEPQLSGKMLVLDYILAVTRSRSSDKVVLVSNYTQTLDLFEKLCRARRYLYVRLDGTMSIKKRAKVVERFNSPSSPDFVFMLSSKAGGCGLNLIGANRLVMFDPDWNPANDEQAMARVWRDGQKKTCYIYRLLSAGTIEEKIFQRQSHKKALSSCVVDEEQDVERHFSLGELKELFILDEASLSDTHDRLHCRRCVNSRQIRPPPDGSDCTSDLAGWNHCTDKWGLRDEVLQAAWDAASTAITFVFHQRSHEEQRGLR
FN deposition inh: fibronectin deposition inhibition. AH1F fibroblasts, Alexa488-fibronectin deposition fluorescence, overnight. inhibition, % at 12.6 µM. hit rate 0.086% among 350,000. AID 743247;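 active = mean inhibition across replicates of 30% or more, regardless of how many single replicates reach that level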;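 also: positive control wells lacked labelled fibronectin entirely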
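Material – AH1F fibroblast monolayer, labelled fibronectin deposition · Reagent – labelled fibronectin 24 nM · Timing – 1 h adhesion, overnight exposure · Measured by – fluorescence at 485 nm excitation, 525 nm emission · Read-out – inhibition of fibronectin deposition signal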
EWS-Fli inh: EWS/Fli transcriptional activity inhibition | A673 NR0B1-luciferase reporter, viability-normalised | hit rate 0.67% among 350,000 | inhibition, % at 12.6 µM;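 active = mean inhibition of at least 50% after viability correction, with every replicate also passing that limit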;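 also: firefly luciferase signal divided by Alamar Blue viability fluorescence both relative to DMSO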
S100A4 MyoIIA: inhibitors of human S100A4 binding to myosin IIA peptide. P26447. S100A4/TAMRA-MyoIIA peptide fluorescence polarization. inhibition, % at 10.7 µM. hit rate 0.14% among 360,000. AID 652163;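 active = mean inhibition of at least 70% across replicates, with every replicate also reaching that level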
Target sequence (P26447 whole entry, looked up): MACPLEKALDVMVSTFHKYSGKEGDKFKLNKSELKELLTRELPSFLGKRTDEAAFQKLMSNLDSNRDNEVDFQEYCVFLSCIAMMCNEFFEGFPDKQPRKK
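Material: human S100A4 monomer with TAMRA-labelled myosin IIA peptide; buffer or medium: HEPES pH 7.2 with CaCl2, KCl, NaCl, DTT, Triton; compound dosing: one concentration per compound; schedule: 5 min incubation before reading; benchmarks: neutral control DMSO, positive control TFP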
RAD52 inh: blocks human RAD52 DNA annealing. recombinant RAD52 DNA annealing, FRET fluorescence. inhibition, % at 18.7 µM. hit rate 0.46% among 360,000. AID 651710;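 active = every replicate showing at least 50% inhibition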
Active calls of the source: *. Compounds as they come. About 3% of those tested had a hit in this group.

Screening COC(=O)/C(=C/c1ccc(OC)cc1)NC(=O)c1ccco1 returned esBAF inh -2, Xi reactivation 0.0, E-selectin induc 0.1, RAD54 inh 4 and FN deposition inh 3.
Screening CC(=O)c1ccc(OCc2cc(C(=O)N3CCOCC3)no2)cc1 returned esBAF inh 61*, Xi reactivation -0.1, E-selectin induc -0.2, RAD54 inh -13, FN deposition inh 3, S100A4 MyoIIA -1 and RAD52 inh 5.
Screening CCOC(=O)[C@H]1[C@H]2COc3ccccc3[C@@H]2N2C(=O)CN(Cc3ccccc3)C(=O)[C@@]12C returned esBAF inh 4, Xi reactivation 0.4, E-selectin induc 0.0, RAD54 inh -15, FN deposition inh -3, EWS-Fli inh -7, S100A4 MyoIIA 4 and RAD52 inh -19.
Screening COc1cccc(CNC(=O)C[C@H]2CC[C@H]3[C@@H](COc4ccc(NC(C)=O)cc4C(=O)N3C)O2)c1 returned Xi reactivation 0.3, E-selectin induc -0.1, S100A4 MyoIIA 1 and RAD52 inh 8.
CC(=O)c1cccc(S(=O)(=O)NC2CCSc3ccccc32)c1 (stereo not given) was read as esBAF inh 0, Xi reactivation 0.0, RAD54 inh -7, FN deposition inh 14, EWS-Fli inh 10, S100A4 MyoIIA 2 and RAD52 inh -49.
Screening Cc1cccc(N(CC(=O)NCCc2ccccc2)C(=O)CCC(=O)Nc2ccccn2)c1C returned esBAF inh -6, Xi reactivation 0.2, RAD54 inh -2, FN deposition inh 7, EWS-Fli inh 8, S100A4 MyoIIA -7 and RAD52 inh -18.
For COC(=O)C1CCN(Cc2cn(Cc3ccccc3)nc2-c2cc3ccccc3o2)CC1 the results were Xi reactivation 0.0, FN deposition inh 2, EWS-Fli inh -18, S100A4 MyoIIA -13 and RAD52 inh -46.
Screening Cc1ccc(S(=O)(=O)Nc2ccc3c(c2)C(=O)N([C@@H](C)CO)C[C@@H](C)[C@@H](CN(C)Cc2ccc(C(=O)O)cc2)OCCCC[C@H](C)O3)cc1 returned esBAF inh 1, Xi reactivation 0.0, RAD54 inh 2, FN deposition inh -9, EWS-Fli inh -16, S100A4 MyoIIA 55 and RAD52 inh 2.
C[C@H]1CN([C@@H](C)CO)S(=O)(=O)c2ccc(C#Cc3cccc(F)c3)cc2O[C@H]1CN(C)S(=O)(=O)c1cn(C)cn1 was read as esBAF inh 1, Xi reactivation 0.1, E-selectin induc 0.1, RAD54 inh -4, FN deposition inh 13, EWS-Fli inh 5, S100A4 MyoIIA 4 and RAD52 inh -1.
COc1cccc(C(c2sc3ncnn3c2O)N2CCN(C(=O)c3ccco3)CC2)c1 (stereo not given) was read as esBAF inh -5, Xi reactivation 0.1, E-selectin induc -0.2, RAD54 inh -4, FN deposition inh -1, EWS-Fli inh -7, S100A4 MyoIIA 0 and RAD52 inh -7.
For CCNC(=O)[C@H]1[C@H](CO)[C@H]2Cn3c(ccc(-c4ccncc4)c3=O)[C@@H]1N2CC1CC1 the results were esBAF inh 3, Xi reactivation 0.0, E-selectin induc 0.5, RAD54 inh -13, EWS-Fli inh 4, S100A4 MyoIIA 13 and RAD52 inh 2.
`CC(C)CCSc1nc2[nH]ncc2c(=O)[nH]1` gave esBAF inh -3, Xi reactivation 0.1, RAD54 inh 2, FN deposition inh -5, EWS-Fli inh 11, S100A4 MyoIIA 5 and RAD52 inh -9.
O=C(O)CC(NC(=O)/C(=C/c1ccccc1)NC(=O)c1ccccc1)c1ccccc1 (stereo not given) was read as Xi reactivation 0.0, E-selectin induc 1.8, FN deposition inh 5, S100A4 MyoIIA -2 and RAD52 inh -1.
O=C(O)c1cc(C(=O)C2CC2)c[nH]1 was read as Xi reactivation 0.0, E-selectin induc -0.2, FN deposition inh 6, EWS-Fli inh 5, S100A4 MyoIIA 1 and RAD52 inh -28.
`N#C/C(=C(/O)c1cccs1)c1nc2ccccc2[nH]1` gave esBAF inh 20, Xi reactivation 0.0, E-selectin induc -0.2, RAD54 inh 17, FN deposition inh 3, EWS-Fli inh -43, S100A4 MyoIIA -9 and RAD52 inh -10.
`Nc1cc(OC(=O)c2ccc(F)cc2)nn1S(=O)(=O)c1ccccc1` gave esBAF inh 1, Xi reactivation 0.2, E-selectin induc 0.3, RAD54 inh -11, FN deposition inh 0, EWS-Fli inh 9, S100A4 MyoIIA -3 and RAD52 inh -15.
Cc1nc([N+](=O)[O-])cn1CC(=O)c1ccc(Br)cc1 was read as esBAF inh -2, Xi reactivation 0.0, E-selectin induc -0.1, RAD54 inh -5, FN deposition inh 16, EWS-Fli inh 3, S100A4 MyoIIA -4 and RAD52 inh -28.
Screening O=C(c1cc(S(=O)(=O)N2CCOCC2)ccc1F)N(Cc1nnc(-c2ccccc2Cl)o1)C1CC1 returned esBAF inh 1, Xi reactivation 0.0, RAD54 inh 7, FN deposition inh 9, EWS-Fli inh -3, S100A4 MyoIIA -6 and RAD52 inh -22.
Screening CCCNC(=O)N1CC(=O)N2[C@H](C1)[C@@H](c1ccc(C#Cc3ccc(F)cc3)cc1)[C@@H]2CO returned Xi reactivation 0.0, E-selectin induc -0.4, S100A4 MyoIIA 1 and RAD52 inh 6.
Screening Cc1ccc(S(=O)(=O)N(C)C[C@@H]2Oc3c(NC(=O)C4CCCCC4)cccc3C(=O)N([C@@H](C)CO)C[C@H]2C)cc1 returned esBAF inh -3, Xi reactivation 0.6, RAD54 inh 4, EWS-Fli inh -3, S100A4 MyoIIA 5 and RAD52 inh 17.

Reprinted from the part before: two entries, then new ones.
Screening CCCNC(=O)N1CC(=O)N2[C@H](C1)[C@@H](c1ccc(C#Cc3ccc(F)cc3)cc1)[C@@H]2CO returned Xi reactivation 0.0, E-selectin induc -0.4, S100A4 MyoIIA 1 and RAD52 inh 6.
Screening Cc1ccc(S(=O)(=O)N(C)C[C@@H]2Oc3c(NC(=O)C4CCCCC4)cccc3C(=O)N([C@@H](C)CO)C[C@H]2C)cc1 returned esBAF inh -3, Xi reactivation 0.6, RAD54 inh 4, EWS-Fli inh -3, S100A4 MyoIIA 5 and RAD52 inh 17.
For CCOc1cc(N2CCOCC2)c(OCC)cc1NC(=O)COC(=O)c1ccc(OC)c([N+](=O)[O-])c1 the results were esBAF inh 5, Xi reactivation 0.0, E-selectin induc -0.4, RAD54 inh 2, FN deposition inh 4, EWS-Fli inh -3, S100A4 MyoIIA -9 and RAD52 inh -3.
Screening C[C@H](CO)N1C[C@H](C)[C@@H](CN(C)S(C)(=O)=O)Oc2ccc(NC(=O)CCCCCC(=O)Nc3ccccc3N)cc2CC1=O returned esBAF inh 1, Xi reactivation 0.0, E-selectin induc 36*, RAD54 inh 1, EWS-Fli inh -2, S100A4 MyoIIA 3 and RAD52 inh -12.
For C[C@H]1CN([C@@H](C)CO)C(=O)c2c(c3ccccc3n2C)-c2ccccc2CO[C@H]1CN(C)S(C)(=O)=O the results were esBAF inh 1, Xi reactivation 0.4, E-selectin induc 2.6, RAD54 inh -6, FN deposition inh 0, EWS-Fli inh -7, S100A4 MyoIIA 0 and RAD52 inh 16.
O=C(CN1CCOCC1)N1CCCCN2[C@@H](CO)[C@H](c3ccc(Br)cc3)[C@@H]2C1 was read as esBAF inh -1, Xi reactivation 0.4, E-selectin induc -0.2, RAD54 inh -7, FN deposition inh -16, EWS-Fli inh -15 and RAD52 inh 1.
For COc1ccc(C)cc1NC(=O)CN1C(=O)C2CC=CCC2C1=O (stereo not given) the results were esBAF inh 3, Xi reactivation -0.1, E-selectin induc -0.2, RAD54 inh 5, EWS-Fli inh -4, S100A4 MyoIIA -6 and RAD52 inh -4.
Cn1c(Cn2nnc3ccccc32)nnc1SCC(=O)N1c2ccccc2Sc2ccccc21 was read as esBAF inh -4, RAD54 inh -1, EWS-Fli inh 8, S100A4 MyoIIA -4 and RAD52 inh 11.
CC(=O)c1cc(-c2ccccc2)n(CC(=O)NC2CCCCC2)c1C was read as Xi reactivation 0.2, EWS-Fli inh -1, S100A4 MyoIIA 7 and RAD52 inh -8.
Screening C#CC(CC)(CC)NC(=O)c1cc(S(=O)(=O)N2CCCCC2)ccc1N1CCOCC1 returned esBAF inh -2, Xi reactivation 0.0, E-selectin induc 0.1, RAD54 inh 4, FN deposition inh -5, EWS-Fli inh 0, S100A4 MyoIIA -1 and RAD52 inh -5.
Screening COc1cccc(S(=O)(=O)N[C@H]2C=C[C@H](CC(=O)NC3CCC3)O[C@@H]2CO)c1 returned esBAF inh 1, Xi reactivation -0.1, E-selectin induc 0.2, RAD54 inh 1, FN deposition inh -1, EWS-Fli inh -3, S100A4 MyoIIA 5 and RAD52 inh 1.
For Cc1noc(C)c1NC(=O)N(C)C[C@H]1OCCCC[C@@H](C)Oc2ccc(NS(=O)(=O)c3ccc(F)cc3)cc2C(=O)N([C@@H](C)CO)C[C@@H]1C the results were esBAF inh -1, Xi reactivation 0.6, E-selectin induc -0.2, RAD54 inh -11, FN deposition inh 2, EWS-Fli inh -6, S100A4 MyoIIA -4 and RAD52 inh 12.
`CN(C)C(=S)SCC(=O)NC(=O)NC(C)(C)C` gave esBAF inh 11, Xi reactivation 0.0, E-selectin induc -1.1, RAD54 inh -9, FN deposition inh -3, EWS-Fli inh 0, S100A4 MyoIIA 5 and RAD52 inh -11.
For CCOC(=O)CSc1nc2c(cnn2-c2ccc(Cl)cc2)c(=O)[nH]1 the results were esBAF inh -2, Xi reactivation 0.3, E-selectin induc 0.0, RAD54 inh -10, FN deposition inh 1, EWS-Fli inh -77, S100A4 MyoIIA -3 and RAD52 inh -12.
Screening CO[C@H]1CN(C)C(=O)c2ccc(NC(=O)c3cnccn3)cc2OC[C@H](C)N(CC2CC2)C[C@H]1C returned Xi reactivation -0.3, E-selectin induc -0.3, EWS-Fli inh -1, S100A4 MyoIIA 0 and RAD52 inh -1.
CCCCc1nc(SCC(=O)N2CCOCC2)c2c(=O)n(C)c(=O)n(C)c2n1 was read as esBAF inh -5, Xi reactivation 0.0, E-selectin induc -0.2, RAD54 inh 3, S100A4 MyoIIA -2 and RAD52 inh -18.
CC(=O)c1ccc(S(=O)(=O)Nc2ccc(C(=O)NCC(c3ccco3)N3CCCC3)cc2)cc1 (stereo not given) was read as esBAF inh 0, Xi reactivation 0.1, E-selectin induc -0.2, RAD54 inh 10, FN deposition inh 6, EWS-Fli inh 0, S100A4 MyoIIA -9 and RAD52 inh -18.
CN1CCN(C(=O)c2ccc3c(c2)N(Cc2ccc(F)cc2)C(=O)c2ccccc2S3=O)CC1 (stereo not given) was read as esBAF inh 1, Xi reactivation -0.1, E-selectin induc -0.7, RAD54 inh -10, FN deposition inh -1, EWS-Fli inh 0, S100A4 MyoIIA -5 and RAD52 inh 4.
For Cn1c(=O)c2cc3ccccc3nc2n(C)c1=O the results were Xi reactivation -0.1, E-selectin induc -0.1, FN deposition inh 7, EWS-Fli inh 7, S100A4 MyoIIA -6 and RAD52 inh -12.
Cc1ccc([N+](=O)[O-])cc1S(=O)(=O)N1CCNCC1 was read as Xi reactivation 0.0, FN deposition inh -7, EWS-Fli inh 2, S100A4 MyoIIA -2 and RAD52 inh -7.
`COc1ccc(NC(=O)Nc2sc(=S)n(C)c2C)cc1` gave Xi reactivation 0.1, EWS-Fli inh 3, S100A4 MyoIIA -9 and RAD52 inh -26.

High-throughput results: PubChem BioAssay, Broad Institute
